Source: PubChem BioAssay
PvdQ inh – P. aeruginosa PvdQ acylase inhibition; purified PvdQ acylase, fluorescence plate reader; inhibition, % at 10 µM; 340,000 compounds, 0.063% hits; AID 488965; in the data active means inhibition above about 30%, passing the limit was not always enough;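 further: 0% = vehicle neutral wells and 100% = reference inhibitor wells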
Arr AP2 block – blocks beta-arrestin peptide binding to AP2 adaptin; FITC-arrestin peptide / GST-AP2 beads, flow cytometry; AP2 beta2 appendage carries R879A mutation; inhibition, % at 10 µM; 340,000 compounds, 0.31% hits; AID 504490;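 active means inhibition above a set limit, near 3 SD of compounds lacking own fluorescence, cut at about 54% in these data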;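 further: plate controls were DMSO wells for no effect and 5 µM unlabelled arrestin peptide for full effect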
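Measured by: flow cytometry, FL1 (488/535 nm); Material: AP2 appendage R879A on GSH beads; Evaluation: percent response; Timing: pre-incubation 12 min, peptide binding 1 h, room temperature; Also added: 50 nM FITC-arrestin peptide; Medium: PBS with 0.05% Tween 20 and 0.1% BSA.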
Cardiac RTF inh – cardiac RTF calcium desensitization; IANBD-labeled cardiac RTF, Ca2+ fluorescence; inhibition, % at 7.15 µM; 340,000 compounds, 0.12% hits;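 active means inhibition above the mean inhibition of all tested compounds plus 3 SD, cut at about 17% in these data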;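 further: assay run at fixed EC70 calcium of 1.6 mM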
DAGLB inhibitor – blocks human DAGLB lipase activity | AID 504411 | inhibition, % at 5.17 µM | 340,000 compounds, 0.059% hits | HEK293T DAGLB membrane lysate, EnzChek fluorogenic substrate | Q8NCG7; in the data active means inhibition above about 34%;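 further: 0% = enzyme with vehicle and 100% = wells lacking enzyme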
SR-BI uptake up – SR-BI HDL lipid transfer activation; CHO ldlA[mSR-BI] cells, DiI-HDL uptake fluorescence, 3 h; 100 = double the neutral-control signal; activation, % at 12.5 µM; 320,000 compounds, 0.096% hits;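 active means mean replicate activation of at least 60% and every replicate at or above 60%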;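 further: 0% = median plate neutral-control signal and 100% = twice that signal; values of inactives mirror those of a sister screen read the other way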
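System: CHO ldlA[mSR-BI] cells / Medium: HEPES-buffered (25 mM, pH 7.4) F12 plus 0.5% BSA / Probe or stimulus: labelled HDL, 10 µg/mL / Doses: single compound concentration, delivered by pin transfer / Schedule: 3 h, 37 °C / Measured by: DiI fluorescence, bottom read / Measure: cell-associated DiI fluorescence as measure of HDL uptake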
NSD2 HMT inh – inhibitors of human histone methyltransferase NSD2; AID 743445; 310,000 compounds, 0.54% hits; inhibition, % at 12.5 µM; O96028; NSD2 peptide methylation, AlphaScreen, 120 min; in the data active means inhibition above about 50%
Target sequence (O96028 whole entry, looked up): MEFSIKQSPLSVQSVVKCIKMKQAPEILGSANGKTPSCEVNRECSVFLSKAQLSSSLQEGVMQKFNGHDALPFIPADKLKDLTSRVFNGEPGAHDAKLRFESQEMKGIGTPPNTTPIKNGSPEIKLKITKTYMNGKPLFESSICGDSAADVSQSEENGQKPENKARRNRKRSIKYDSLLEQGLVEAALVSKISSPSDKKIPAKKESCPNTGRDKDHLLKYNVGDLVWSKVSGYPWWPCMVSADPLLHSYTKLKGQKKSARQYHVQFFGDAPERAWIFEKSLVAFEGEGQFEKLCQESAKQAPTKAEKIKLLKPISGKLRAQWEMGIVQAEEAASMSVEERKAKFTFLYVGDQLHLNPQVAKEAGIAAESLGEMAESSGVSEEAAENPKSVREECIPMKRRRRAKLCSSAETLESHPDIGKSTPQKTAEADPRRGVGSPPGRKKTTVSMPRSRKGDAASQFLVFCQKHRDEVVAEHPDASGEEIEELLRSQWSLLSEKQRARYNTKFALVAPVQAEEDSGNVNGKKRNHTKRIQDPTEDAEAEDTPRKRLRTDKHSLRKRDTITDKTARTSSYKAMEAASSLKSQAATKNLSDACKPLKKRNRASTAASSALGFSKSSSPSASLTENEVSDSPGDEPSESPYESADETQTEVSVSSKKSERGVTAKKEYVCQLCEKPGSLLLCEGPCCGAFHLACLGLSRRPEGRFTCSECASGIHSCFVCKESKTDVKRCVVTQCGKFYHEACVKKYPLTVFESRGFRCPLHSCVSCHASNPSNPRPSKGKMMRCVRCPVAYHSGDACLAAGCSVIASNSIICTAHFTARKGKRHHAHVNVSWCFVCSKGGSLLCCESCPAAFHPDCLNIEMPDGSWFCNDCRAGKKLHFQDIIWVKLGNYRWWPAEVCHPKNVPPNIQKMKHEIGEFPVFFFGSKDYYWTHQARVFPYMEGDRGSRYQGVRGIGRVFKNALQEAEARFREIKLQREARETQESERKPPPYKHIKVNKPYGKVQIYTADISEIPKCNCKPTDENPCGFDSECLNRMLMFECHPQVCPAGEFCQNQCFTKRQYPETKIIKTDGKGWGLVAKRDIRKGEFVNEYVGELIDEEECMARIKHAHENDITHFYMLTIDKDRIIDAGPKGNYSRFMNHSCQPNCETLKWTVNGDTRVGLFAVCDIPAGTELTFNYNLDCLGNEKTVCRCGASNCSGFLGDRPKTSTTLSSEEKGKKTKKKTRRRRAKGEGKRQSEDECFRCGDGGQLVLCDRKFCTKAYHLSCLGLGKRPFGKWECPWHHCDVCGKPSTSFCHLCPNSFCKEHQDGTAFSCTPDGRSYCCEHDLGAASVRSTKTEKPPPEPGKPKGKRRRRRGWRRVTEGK
C-LANA FP – inhibitors of KSHV LANA C-terminal domain DNA binding | 340,000 compounds, 0.078% hits | AID 504423 | inhibition, % at 9 µM | MBP-C-LANA/FAM-LBS DNA binding, fluorescence polarization;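 active means highest replicate inhibition at or above 60% at 9 µM, even if other replicates fall short; inactive means all replicates below 60% inhibition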;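 further: 0% = neutral control wells and 100% = 4 µM acridine orange control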
Keap1 Nrf2 FP – Keap1-Nrf2 (human) interaction inhibition. Keap1 Kelch-Nrf2 peptide fluorescence polarization, 1536-well. Q14145. inhibition, % at 9.4 µM. 340,000 compounds, 0.15% hits; in the data active means inhibition above about 12%;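 further: human Keap1 Kelch domain with fluorescein labeled Nrf2 9mer peptide probe; 0% = neutral control wells and 100% = peptide positive control; higher means more block of Keap1 binding to Nrf2 peptide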
SR-BI DiI inh – inhibitors of mouse SR-BI mediated HDL lipid uptake. Q61009. ldlA[mSR-BI] CHO cells, DiI-HDL uptake fluorescence, 3 h. inhibition, % at 12.5 µM. 320,000 compounds, 0.96% hits. AID 488896;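 active means mean replicate inhibition of at least 70% and a set share of replicates each scoring 70 or more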;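 further: 0% = median of neutral control wells and 100% = median of positive control wells; values of inactives mirror those of a sister screen read the other way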
PKA-R2B act – activates the human PKA-R2B holoenzyme complex | P22694+P31323 | activation, % at 11.4 µM | PKA-R2B holoenzyme dissociation, Cy5-IP20 fluorescence polarization; R2B truncated from residue 108, S112A mutant; 0% DMSO only, 100% 113 µM cGMP | 340,000 compounds, 0.079% hits;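 active means activation above a cutoff set at the mean over all compounds plus 3 SD, cut at about 18% in these data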;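 further: higher means more holoenzyme dissociation and a rise in polarization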
Starred values were filed as active, the others as inactive; · = not tested or not shown. Random draw from the library (roughly 2.1% active in at least one column).

SMILES	PvdQ inh	Arr AP2 block	Cardiac RTF inh	DAGLB inhibitor	SR-BI uptake up	NSD2 HMT inh	C-LANA FP	Keap1 Nrf2 FP	SR-BI DiI inh	PKA-R2B act
COc1cccc(CNS(=O)(=O)c2c(C)[nH]c(C)c2C(=O)N2CCCCC2)c1	-16	-13	-14	-2	21	·	-1.4	-6	-21	5
O=C1N(c2ccc(Cl)cc2)C(c2ccccc2)N2CCCN12 (configuration not stated)	-18	-22	-18	-1	0	-2	-0.4	-5	0	-8
O=C(Cc1ccc(S(=O)(=O)N2CCOCC2)s1)Nc1ccc(S(=O)(=O)N2CCCCC2)cc1	-12	-15	8	2	6	-2	3.7	-18	-6	-5
Cc1cccc(C2c3[nH]c4ccccc4c3CCN2C(=O)c2cc(CC(C)C)[nH]c(=O)n2)n1 (configuration not stated)	4	42	5	1	-32	3	1.3	1	32	-15
Cc1ccc(-n2nc(C)c(Sc3ccccc3[N+](=O)[O-])c2N)cc1	-6	-7	-2	1	-26	5	-2.0	-4	26	-8
CCOc1ccc(Cn2c(=O)oc3ccc(C)cc32)cc1OC	-1	32	7	-4	10	-1	1.1	-6	-10	7
Cc1cccc(C)c1NC(=O)CN(C)C(=O)CC1OC(=O)c2ccccc21 (configuration not stated)	2	18	6	-5	-8	2	-0.9	-5	8	-13
Cc1cc(=O)[nH]c(SCC(=O)Nc2cc(S(=O)(=O)N3CCCC3)ccc2Cl)n1	-12	8	-15	1	·	1	0.2	-2	·	-6
O=C(OCCN1C(=O)c2cccc3c(N4CCOCC4)ccc(c23)C1=O)c1ccc(Cl)cc1Cl	-7	2	-268	-17	1	-6	63*	43*	-1	-2
CC(=O)c1cccc(NC(=O)N2CCCC2C(=O)NC2CCCCC2)c1 (configuration not stated)	-4	0	1	2	-3	-4	-1.1	4	3	-13
O=C(O)c1cccc(-n2cccc2C=C2C(=O)c3ccccc3C2=O)c1	5	3	-25	6	12	9	9.3	-3	-12	6
COc1ccc(N2CCC(CNC(=O)Nc3cccc(OC)c3)C2)cc1 (configuration not stated)	-5	25	-1	7	-19	2	-1.1	7	19	4
CN(CC(=O)Nc1ccccc1Cl)C(=O)COC(=O)c1cccs1	1	0	-3	-2	-7	-4	-0.2	-2	7	5
Cc1ccc(C)c(S(=O)(=O)NCc2cccnc2)c1	-12	-2	0	0	3	-5	0.3	-4	-3	7
O=C(Cc1ccccc1)NCC(=O)OCC(=O)c1cccc([N+](=O)[O-])c1	6	24	-11	4	31	-2	0.8	-1	-31	-9
C#CC1(O)CCC2C3CCc4cc(O)cc(C)c4C3CCC21C (configuration not stated)	0	-10	-3	4	-28	1	-1.0	-7	28	-6
Cc1ccc(S[C@@H](CCN2CC[C@H](C)CCC2=O)c2ccccc2)cc1	-18	·	1	-18	-27	·	-1.0	-5	27	-7
CCc1c(C)nc(SCC(=O)NNC(=O)c2ccco2)[nH]c1=O	-7	-18	-6	-1	26	-1	1.7	3	-26	-9
COc1ccc(CCNC(=O)CSc2nn(-c3ccccc3)c(=S)s2)cc1OC	1	-7	6	1	-11	2	1.6	2	11	12
Clc1ccc(OCCCCCN2CCOCC2)cc1	-8	2	-4	2	6	-1	3.0	-2	-6	9

Complete entries as entered above.
Cc1cc(=O)[nH]c(SCC(=O)Nc2cc(S(=O)(=O)N3CCCC3)ccc2Cl)n1 reads PvdQ inh: -12; Arr AP2 block: 8; Cardiac RTF inh: -15; DAGLB inhibitor: 1; SR-BI uptake up: ·; NSD2 HMT inh: 1; C-LANA FP: 0.2; Keap1 Nrf2 FP: -2; SR-BI DiI inh: ·; PKA-R2B act: -6
O=C(Cc1ccccc1)NCC(=O)OCC(=O)c1cccc([N+](=O)[O-])c1 reads PvdQ inh: 6; Arr AP2 block: 24; Cardiac RTF inh: -11; DAGLB inhibitor: 4; SR-BI uptake up: 31; NSD2 HMT inh: -2; C-LANA FP: 0.8; Keap1 Nrf2 FP: -1; SR-BI DiI inh: -31; PKA-R2B act: -9

(next part)
SMILES	PvdQ inh	Arr AP2 block	Cardiac RTF inh	DAGLB inhibitor	SR-BI uptake up	NSD2 HMT inh	C-LANA FP	Keap1 Nrf2 FP	SR-BI DiI inh	PKA-R2B act
O=C(O)c1cc2c(s1)CCCC2	-5	18	3	-1	9	-2	1.0	2	-9	4
CCC1CCCCN1C(=O)Nc1cccc(NC(=O)N2CCCCC2CC)c1 (configuration not stated)	-15	5	1	-1	-4	12	0.6	-5	4	-10
CCc1cc(=O)oc2c(C)c(O)c(CN(C)C)cc12	-8	3	-12	3	-2	1	-0.2	-6	2	0
CC(CNC(=O)c1ccc(-c2ccccc2)cc1)CN(C)C (configuration not stated)	-2	18	1	1	-5	-2	-1.7	2	5	0
COc1cc(NC(=S)N(C)C)c(OC)cc1Cl	-15	-6	·	·	0	-1	1.7	4	0	·
COCCN(C(=O)CN1CCCc2ccccc21)c1c(N)n(Cc2ccccc2)c(=O)[nH]c1=O	8	2	-100	-6	24	0	24	-4	-24	-4
COCCNC(=O)CSc1nc2sccc2c(=O)n1-c1ccccc1	-10	-8	-14	-1	·	-6	0.3	-5	·	-9
COc1ccc(CSc2nc(C)cc(=O)[nH]2)cc1	10	-3	0	0	8	2	-0.9	2	-8	2
CC1CCN(C(=O)C(NS(=O)(=O)c2cccc3nsnc23)c2ccccc2)CC1 (configuration not stated)	3	3	-7	-1	33	·	-0.1	2	-33	-5
Cc1nc2ccc(NC(=O)CSc3nnc(C)s3)cc2[nH]1	-2	-9	-4	0	·	-3	-0.1	-1	·	-5
CN(C)c1ccc(C=NCC2COc3ccccc3O2)cc1 (configuration not stated)	-16	-4	-16	-1	·	1	-0.3	0	·	1
CC(=O)Oc1ccc(/C=C2\C=C(c3ccc(C)cc3)OC2=O)cc1	1	2	-11	-1	13	-1	-2.4	-3	-13	-3
C/C(=N\NC(=O)Cn1c(-c2ccccn2)nc2ccccc21)c1cccc(O)c1	-7	5	-7	2	-29	-2	1.1	-6	29	1
Cc1cc(C)c(C)c(S(=O)(=O)NCC(=O)NCc2ccco2)c1C	-15	5	-9	0	-7	2	-0.8	-2	7	3
C[C@@]12C(=O)N(CC3CC3)CC(=O)N1[C@H](/C=C/c1ccccc1)[C@@H]1C(=O)N(c3ccccc3)C(=O)[C@@H]12	-7	18	-4	1	15	·	1.9	2	-15	-4
CSc1cccc(NC(=O)CN2C(=O)c3ccccc3S2(=O)=O)c1	-12	15	-9	-3	1	·	-1.9	2	-1	0
CCCN1C2CCCC1CC(NC(=S)Nc1cc(C)cc(C)c1)C2 (configuration not stated)	7	25	-3	2	-12	37	1.8	-2	12	-13
COc1cccc(OCc2nnc(SCC(=O)OCc3ccccc3)o2)c1	-9	2	-2	-1	8	-6	0.4	0	-8	3
COc1ccc(S(=O)(=O)n2ccc(-c3cnc(-c4ccccc4)s3)n2)cc1	-23	-4	-3	-9	-17	-2	0.9	-2	17	10
COCCCNC(=O)CS(=O)Cc1nc(-c2ccccc2C)oc1C (configuration not stated)	-7	6	2	0	-4	·	0.6	-3	4	1
Cc1ccc(N(C(=O)Cn2nnc(-c3ccc(C)o3)n2)C(C(=O)NC2CCCC2)c2ccco2)cc1 (configuration not stated)	4	-2	-1	1	13	-1	-0.5	1	-13	-7
COc1cc(NC(=O)Cn2c(=O)n(CC3CCCO3)c(=O)c3cc(OC)c(OC)cc32)cc(OC)c1 (configuration not stated)	-14	2	-8	2	·	·	0.9	0	·	-11
O=C(CCC(=O)N1CCSc2ccccc21)NCc1ccccc1	-10	5	1	-5	3	·	2.6	-4	-3	1
COc1ccc(OCC(O)CN2CCOCC2)cc1 (configuration not stated)	-13	-5	-5	0	-5	-2	1.9	2	5	1
Cn1nnc2cc(C(=O)NCCC3=CCCCC3)ccc21	-9	9	-10	1	8	2	-0.9	4	-8	2
O=C(NCCc1ccccc1)c1cccc([N+](=O)[O-])c1	-5	-2	5	-1	-1	-1	1.5	-4	1	-10
CC1CCCC(NC(=O)CN2C(=O)NC(Cc3c[nH]c4ccccc34)C2=O)C1C (configuration not stated)	-16	-3	-8	2	0	1	1.0	-2	0	2
O=C(COC(=O)CCc1ccc(S(=O)(=O)N2CCOCC2)cc1)NCc1ccccc1	-5	-21	8	0	8	-5	0.6	1	-8	10
c1cc(CNCC2CCCO2)ccn1 (configuration not stated)	0	-1	1	-1	-5	-2	-0.1	-2	5	4
COc1cccc(NC(=O)CSc2nc3ccccc3nc2N2CCCC2)c1	7	38	-4	-11	-11	·	1.8	2	11	8
O=C(OC1CCN(c2ccc([N+](=O)[O-])cc2)CC1)c1ccccc1	-1	6	-4	1	-4	·	-0.1	-4	4	-2
C=CS(=O)(=O)c1c2cc(OC)ccc2nc2ccc(OC)cc12	-20	25	-9	-1	-24	3	1.2	-5	24	4
Cc1oc2cc3oc(=O)c4c(c3cc2c1C)CCC4	-3	-3	0	-3	-21	-2	0.6	-4	21	-1
COc1ccc([C@H]2Cc3cccc(O)c3C(=O)O2)cc1O	-9	-5	-8	-2	-10	·	0.6	-7	10	-8
O=C(NCCS(=O)(=O)NCc1ccc(F)cc1)c1ccc2c(c1)OCO2	-7	-8	-2	2	-12	-1	-0.1	-3	12	6
CCOc1ccccc1OCC(=O)Oc1ccc(C)c(C)c1	-9	6	-4	-7	18	-3	1.5	-6	-18	10
Cn1nccc1C(=O)N1CCCC(C(=O)c2ccc(Oc3ccccc3)cc2)C1 (configuration not stated)	-16	-6	-8	-2	-9	6	0.5	-4	9	-16
CCn1c(SCC(=O)NCCc2ccccc2)nc2c(c1=O)SC(C)C2 (configuration not stated)	2	0	-8	-2	11	·	-0.1	-1	-11	-11
COc1cc(CC(=O)OCC(=O)N2C(C)CCCC2C)cc(OC)c1OC (configuration not stated)	-18	9	-9	0	·	-1	0.2	2	·	4
CCOc1ccc(-c2c(C(=O)N/N=C/c3ccncc3)nnn2-c2nonc2N)cc1	-9	-14	-19	1	-18	-3	0.7	-7	18	7
CSc1nc2n(n1)C(C)C1=C(CCCC1=O)N2 (configuration not stated)	-6	7	3	3	-4	-2	2.4	1	4	-4
O=C(NCc1ccc(Cl)cc1)c1noc2c1CCCC2	1	23	0	-1	34	-4	1.5	-2	-34	2
COc1ccc(S(=O)(=O)N2CCCCCC2)cc1C(=O)N(C)CC(=O)Nc1ccccc1C(F)(F)F	-10	-2	-7	0	8	0	1.2	-3	-8	2
COc1ccc(C2c3c(-c4ccccc4O)n[nH]c3C(=O)N2Cc2ccco2)cc1 (configuration not stated)	-5	7	-4	1	2	0	-0.5	-1	-2	-3
